# Screening results: PubChem BioAssay, The Scripps Research Institute Molecular Screening Center
# ARFGAP1 inh: inhibitors of rat ARFGAP1; Q62848; Arfgap1-stimulated ARF1 GTP hydrolysis, GDP FP detection; inhibition, % at 16.5 µM; 0.26% of 360,000 active; AID 651572;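 active = inhibition above a per-plate limit, mean inhibition of low control wells plus 3 SD, cut at about 25% in these data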;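 note: 0% = DMSO wells with enzyme and 100% = wells lacking Arfgap1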
# Target sequence (Q62848 1-136 limits assumed): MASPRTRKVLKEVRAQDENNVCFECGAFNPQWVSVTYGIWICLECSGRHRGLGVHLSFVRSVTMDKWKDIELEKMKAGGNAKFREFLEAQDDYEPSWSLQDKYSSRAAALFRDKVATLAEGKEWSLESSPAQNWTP
#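 Material: rat Arfgap1 GAP domain (His6, aa 1-136), purified enzyme. Also added: human ARF1(Δ1-17)-GTP substrate. Compound dosing: 16.5 µM single point, 1.26% DMSO. Timing: enzyme reaction 120 min at 25 °C after 20 min preincubation. Signal: GDP detection by fluorescence polarization. Read-out basis: percent inhibition of GAP-stimulated GDP formation, scaled between DMSO and no-Arfgap1 medians.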
# ADAM10 inh: ADAM10 inhibition, QFRET primary screen; O14672; recombinant ADAM10, EDANS/DABCYL FRET peptide cleavage, 3 h; inhibition, % at 7 µM; 0.62% of 370,000 active;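 active = inhibition above a per-campaign cutoff equal to the mean of compounds falling between control-based bounds plus 3 SD, cut at about 20% in these data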;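 note: 0% = DMSO wells while the 100% control is not disclosed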
# PLC-gamma1 inh: blocks human PLC-gamma1 enzyme activity. P19174. purified PLC-gamma1, fluorogenic substrate, fluorescence. inhibition, % at 12.2 µM. 0.84% of 370,000 active. AID 720700; in the data active = inhibition above about 9.5%
# ADAM17 inh: inhibits human ADAM17; P78536; recombinant ADAM17, EDANS/DABCYL FRET peptide cleavage; inhibition, % at 6.95 µM; 0.83% of 370,000 active; AID 720648;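 active = inhibition above the mean of compounds lying between control limits plus 3 SD, set per campaign, cut at about 8.5% in these data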;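 note: 0% = DMSO-only wells as the low control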
# Target sequence (P78536 215-824 limits assumed): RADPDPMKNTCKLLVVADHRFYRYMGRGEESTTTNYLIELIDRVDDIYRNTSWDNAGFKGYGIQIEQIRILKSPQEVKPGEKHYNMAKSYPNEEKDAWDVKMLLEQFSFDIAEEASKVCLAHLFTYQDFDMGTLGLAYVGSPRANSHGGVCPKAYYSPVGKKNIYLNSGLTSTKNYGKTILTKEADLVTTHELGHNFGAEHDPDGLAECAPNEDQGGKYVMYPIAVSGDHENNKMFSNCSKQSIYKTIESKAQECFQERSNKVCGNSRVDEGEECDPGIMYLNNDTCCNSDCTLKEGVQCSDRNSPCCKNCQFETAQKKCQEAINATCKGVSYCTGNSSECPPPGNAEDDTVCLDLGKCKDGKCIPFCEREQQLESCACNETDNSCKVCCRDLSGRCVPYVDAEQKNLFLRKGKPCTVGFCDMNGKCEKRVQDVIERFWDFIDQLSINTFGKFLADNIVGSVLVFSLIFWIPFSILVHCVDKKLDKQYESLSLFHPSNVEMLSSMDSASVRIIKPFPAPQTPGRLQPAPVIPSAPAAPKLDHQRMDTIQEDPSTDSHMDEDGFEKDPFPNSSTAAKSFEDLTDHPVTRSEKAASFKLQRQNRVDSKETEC
# DDE Tn6 FP inh: inhibitors of Tn6 peptide binding to human fibrin DD(E); P02675; Fibrin DD(E) TRITC-Tn6 fluorescence polarization displacement; inhibition, % at 8.3 µM; 0.21% of 370,000 active;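 active = inhibition above a per-campaign cutoff: mean of compounds within control limits plus 3 SD, cut at about 15% in these data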;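 note: 0% = median of all compound wells on the plate and 100% = blocking peptide control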
# Tn7 DDE FP: disrupts Tn7 cyclic peptide binding to fibrin D-Dimer-E complex. FP displacement of FITC-Tn7 peptide from fibrin DD(E); 0% = median of compound wells per plate. AID 720508. inhibition, % at 8.3 µM. 0.13% of 370,000 active;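 active = inhibition above the mean of compounds falling within the control limits plus 3 SD of them, cut at about 14% in these data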;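 note: 0% = plate median of compound wells and 100% = 10 µM Aha-Tn7 peptide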
#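 system = human fibrin DD(E) protein | quantity = DD(E) 2 µM final | medium = Tris/NaCl/CaCl2 buffer, pH 7.8 | also added = labelled Tn7 tracer, 0.1 µM | compound dosing = single point at 8.3 µM | timing = compound with protein 10 min, then 3 h after probe, room temperature | signal = FP measurement | benchmarks = Aha-Tn7 high control | repeats = one replicate per compound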
# ASAP1 inh: inhibitors of human ASAP1 ArfGAP activity; Q9ULH1; ASAP1-stimulated ARF1 GTP hydrolysis, GDP FP detection; inhibition, % at 16.5 µM; 0.19% of 360,000 active; AID 624377; in the data active = inhibition above about 25%;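 note: 0% = vehicle with enzyme and substrate and 100% = no enzyme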
# KLK7 zymogen act: activators of human kallikrein-7 zymogen; P49862; purified proKLK7, EDANS-DABCYL substrate fluorescence; 100% is mature enzyme control, 0% vehicle; activation, % at 7 µM; 0.9% of 370,000 active; AID 652039;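 active = activation above the mean of all tested compounds plus 3 SD, computed per campaign excluding outliers beyond control limits, cut at about 13% in these data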
# Target sequence (P49862 whole entry, looked up): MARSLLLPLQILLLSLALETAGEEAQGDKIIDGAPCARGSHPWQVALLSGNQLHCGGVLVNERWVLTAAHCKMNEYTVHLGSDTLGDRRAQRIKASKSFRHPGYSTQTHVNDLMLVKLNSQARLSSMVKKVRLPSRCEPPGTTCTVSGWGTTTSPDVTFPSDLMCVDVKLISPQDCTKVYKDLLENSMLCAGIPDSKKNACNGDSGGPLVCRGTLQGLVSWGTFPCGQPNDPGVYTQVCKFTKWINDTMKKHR
# LEDGF integ inh: blocks HIV-1 LEDGF/p75-dependent DNA integration; TR-FRET IN-LEDGF/p75 DNA integration, Eu/Cy5; inhibition, % at 3.7 µM; 0.64% of 370,000 active;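 active = inhibition above the screen-wide mean plus 3 SD, cut at about 13% in these data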;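 note: signal is the Cy5 over europium emission ratio at 671 and 618 nm; 0% = plate median of compound wells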
# TDP2 absorb: TDP2 (human) inhibition, absorbance primary screen; O95551; recombinant TDP2, T5PNP hydrolysis, p-nitrophenol absorbance 415 nm; inhibition, % at 12.8 µM; 0.34% of 370,000 active; AID 720702;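 active = inhibition above the mean of all tested compounds plus 3 SD, set per campaign, cut at about 25% in these data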;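 note: 0% = DMSO with enzyme and 100% = buffer with substrate but no TDP2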
#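 Evaluation: % inhibition relative to enzyme-containing and enzyme-free wells. Material: recombinant human TDP2. Benchmarks: enzyme-free and DMSO wells. Timing: enzyme reaction with compound for 2 h at 37 °C. Compound dosing: 12.8 µM only. Measured by: p-Nitrophenol epi absorbance. Reagent: T5PNP substrate at 5 mM, a TopII-DNA adduct mimic. Replication: single well per compound.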
# An asterisk follows results filed as active; i = inactive; . = no result given.
ARFGAP1 inh,KLK7 zymogen act,TDP2 absorb,LEDGF integ inh,PLC-gamma1 inh,ADAM10 inh,Tn7 DDE FP,DDE Tn6 FP inh,ASAP1 inh,ADAM17 inh,structure
-1.0,-0.6,2.9,-1.9,0.6,-23.1,1.8,-3.3,-3.3,-2.6,Cc1ccccc1S(=O)(=O)NC(=O)C1(C)CCN1C(=O)CCc1ccccc1 (stereo not drawn)
9.5,-0.2,-0.1,-6.1,0.0,-7.4,-8.5,1.5,0.3,1.0,O=C(C1CCN(S(=O)(=O)N2CCCC2)CC1)N1CCCCC1
2.7,0.3,-1.2,-1.6,0.9,2.7,0.7,-5.4,2.9,1.4,O=C(N/N=C/c1ccncc1)c1cc([N+](=O)[O-])cc([N+](=O)[O-])c1O
-1.9,-0.2,-1.1,-7.7,2.6,-12.9,6.1,2.4,-10.1,-1.4,O=C1ON=C(c2ccc(Cl)c([N+](=O)[O-])c2)/C1=C/c1cccc([N+](=O)[O-])c1O
-0.2,-0.1,1.7,0.1,-2.0,-5.8,-0.8,-2.2,1.0,-4.2,CCn1c(SCC(=O)Nc2cccnc2Cl)nnc1-c1ccccc1
3.1,0.6,-7.7,-5.5,2.9,-6.5,5.4,0.9,10.7,-0.7,CCOc1ccccc1NC(=O)Nc1ccc(OC)nc1
-14.0,-0.9,5.7,-1.4,-4.9,-10.0,-3.0,1.4,1.8,-3.2,Cc1cccc(C)c1NC(=O)C1(C)CN(S(C)(=O)=O)CC(=O)N1Cc1cccc(F)c1 (stereo not drawn)
-0.9,0.1,-4.5,-1.4,-5.9,-1.2,3.2,2.5,-0.2,-2.6,O=C(N/N=C/c1ccccc1)c1ccc(OCc2ccccc2)cc1
3.8,-0.3,-3.6,3.3,-0.4,-11.9,-1.9,-2.9,4.8,1.1,CC1=C(C(=O)N2CCCCCC2)CC(CC(=O)NCc2cccs2)C(=O)N1Cc1ccccc1 (stereo not drawn)
2.6,0.6,-4.8,-0.3,-5.9,0.4,3.1,-1.9,-9.6,-2.5,Cc1cc(C)c(C)c(C(=O)C(=O)c2ccccc2)c1
13.3,0.3,7.1,-1.0,3.5,4.2,10.2,6.0,-8.9,0.4,CC(C)(C)NC(=O)CN1CCCN(C(=O)c2cccc(S(=O)(=O)N3CCc4ccccc43)c2)CC1
-7.4,-0.6,0.6,1.0,-0.4,-14.8,-2.8,-3.9,-0.8,-3.9,O=C(CN1CCN(Cc2ccccc2)CC1)N1CCCc2ccccc21
-3.5,0.4,6.0,-3.2,-2.1,-1.0,-1.7,3.0,-4.9,-3.0,NS(=O)(=O)c1cccc(NC(=O)c2cccc(N3C(=O)c4ccccc4C3=O)c2)c1
2.5,-0.2,4.0,-2.6,8.1,-17.4,1.9,-4.9,-4.9,0.6,Cc1cccc(C)c1-n1nnnc1SCC(=O)N1CCNC1=O
-2.6,14.9*,-8.2,1.0,-369.5,i,-2.4,-5.2,8.3,-345.7,CN1CCN(CCCNC(=O)c2ccc3c(c2)N(Cc2ccccc2)CCS3)CC1
-7.7,-0.4,-7.4,-2.8,0.4,6.2,8.6,-2.3,1.8,0.8,COc1ccc(N2CC(C(=O)N[C@H](C(=O)NC(C)c3ccccc3)C(C)C)CC2=O)cc1 (stereo partly drawn)
0.2,0.5,4.2,0.3,0.9,-4.8,0.8,3.3,-18.2,-2.0,CC(=O)N1CCN(c2ccc(NC(=O)c3ccc4c(c3)OCO4)cc2)CC1
4.3,0.0,7.1,-2.6,2.3,0.3,0.3,5.8,3.3,-3.5,COC(=O)c1ccccc1NC(=S)NC(=O)C1CC1
-4.5,0.4,7.5,-2.5,-0.6,4.0,7.6,0.3,-9.3,-1.2,COc1ccc(OC)c(CN2CCN(S(=O)(=O)c3ccccc3)CC2)c1
8.9,-0.7,-8.9,4.2,-11.7,-27.1,-6.8,-3.2,12.2,1.3,Cc1cc(Cl)c2oc(C(=O)N3CCN(c4cnccn4)CC3)c(C)c2c1
4.2,0.1,-4.2,-0.3,4.3,8.0,0.5,0.0,8.3,2.4,COc1ncnc2sc(-c3ccccc3)cc12
-1.1,0.1,4.8,2.5,4.2,-0.1,0.9,-2.8,-7.8,1.9,CCCCC(O)(CCCC)C(=O)NN(C(=O)c1cccnc1Cl)c1ccccc1
1.7,-0.4,2.2,-1.1,-0.4,-5.6,-6.9,-3.5,-2.7,-5.0,CCOC(=O)C1CCCN(C(=O)c2ccccc2NS(=O)(=O)c2ccc(F)cc2)C1 (stereo not drawn)
-10.7,-0.2,5.1,-1.1,1.5,-15.7,6.6,-5.6,-3.6,0.0,Cc1cc(Nc2cc(F)ccc2C)n2ncnc2n1
8.4,0.2,6.4,-2.7,-4.9,-1.6,2.5,4.0,-5.1,-2.5,Cc1c(Cl)cccc1NS(=O)(=O)c1ccccc1
-9.8,0.3,4.0,0.5,0.9,-8.9,3.1,9.9,0.5,-7.6,O=c1[nH]c(CN2CCN(CCO)CC2)nc2ccccc12
0.0,-0.1,-15.7,-0.3,-23.6,-43.6,-2.7,0.3,4.6,-8.9,O=C(N/N=C/c1ccccn1)c1cc(Br)ccc1O
-7.9,-0.2,-7.1,-0.1,0.5,-1.7,1.4,0.6,-3.6,0.2,CC(NC(=O)c1cccnc1)C(c1cccs1)N1CCOCC1 (stereo not drawn)
8.4,0.4,1.5,-2.2,0.6,7.4,-0.8,1.3,10.7,0.4,CCOc1ccc(CN(CCO)CCO)cc1[N+](=O)[O-]
-7.2,0.2,2.7,-0.5,-0.9,-3.9,-0.4,-6.3,0.4,-4.0,O=C(C1CCN(S(=O)(=O)c2cccc3nsnc23)CC1)N1CCCCC1

# One compound at a time (already shown). Values in the order: ARFGAP1 inh	KLK7 zymogen act	TDP2 absorb	LEDGF integ inh	PLC-gamma1 inh	ADAM10 inh	Tn7 DDE FP	DDE Tn6 FP inh	ASAP1 inh	ADAM17 inh
# Cc1c(Cl)cccc1NS(=O)(=O)c1ccccc1 in the list: 8.4	0.2	6.4	-2.7	-4.9	-1.6	2.5	4.0	-5.1	-2.5
# CC(NC(=O)c1cccnc1)C(c1cccs1)N1CCOCC1 (stereo not drawn) in the list: -7.9	-0.2	-7.1	-0.1	0.5	-1.7	1.4	0.6	-3.6	0.2
# CCCCC(O)(CCCC)C(=O)NN(C(=O)c1cccnc1Cl)c1ccccc1 in the list: -1.1	0.1	4.8	2.5	4.2	-0.1	0.9	-2.8	-7.8	1.9
# CCOc1ccc(CN(CCO)CCO)cc1[N+](=O)[O-] in the list: 8.4	0.4	1.5	-2.2	0.6	7.4	-0.8	1.3	10.7	0.4
# O=C(C1CCN(S(=O)(=O)c2cccc3nsnc23)CC1)N1CCCCC1 in the list: -7.2	0.2	2.7	-0.5	-0.9	-3.9	-0.4	-6.3	0.4	-4.0

# Later entries
ARFGAP1 inh,KLK7 zymogen act,TDP2 absorb,LEDGF integ inh,PLC-gamma1 inh,ADAM10 inh,Tn7 DDE FP,DDE Tn6 FP inh,ASAP1 inh,ADAM17 inh,structure
-4.8,-0.2,-9.8,-6.6,-0.6,-9.8,-4.3,-4.4,-10.5,-9.5,COc1ccc(S(=O)(=O)N2CCNC(=O)C2)cc1Br
6.9,0.3,15.7,-3.3,-1.0,-5.6,6.8,-3.8,9.2,-3.3,CCOc1ccc(CN2CCN(CCCc3ccccc3)C(CCO)C2)cc1 (stereo not drawn)
2.5,-0.3,-4.3,2.6,1.2,1.0,-0.1,-1.1,7.0,2.0,COc1ccccc1NC(=O)C(=O)NCc1ccncc1
4.5,1.1,-1.6,1.8,1.0,4.5,-3.5,-7.9,11.5,-4.0,COC(=O)C1=C(C(=O)OC)SC(=C2C(=S)C(C)(C)N(C(=O)CC(C)C)c3ccccc32)S1
-7.7,0.2,5.4,-2.7,0.7,-5.5,1.7,2.3,-0.5,-8.3,CC(=O)c1ccc(NC(=O)CSc2nc3[nH]ncc3c(=O)[nH]2)cc1
.,0.1,-3.7,-5.2,2.0,-1.3,-2.9,4.8,.,-4.5,COc1ccc2[nH]c3c(c2c1)CCN[C@]31C(=O)N(Cc2ccccc2)c2ccccc21
-0.6,0.0,-2.4,-5.3,-8.9,7.7,6.1,-0.1,-13.8,1.1,Cc1ccc(-c2nnc(N3CCC(C)CC3)c3ccccc23)cc1C
-5.2,0.1,-14.5,-3.7,-2.6,3.6,3.1,-6.2,6.4,0.2,O=C(CNS(=O)(=O)c1ccccc1)N/N=C\c1ccc(Cl)cc1
-1.2,-0.9,2.6,-2.3,-7.3,3.8,4.1,12.2,-2.5,-2.3,CCc1ccc(CNC(=O)c2ccc(NC(=O)C3=CSCCO3)cc2)cc1
16.5,-1.4,-7.1,-0.2,-75.4,-28.8,6.8,-12.7,13.7,-17.4,COc1ccc2[nH]c(C(=O)N/N=C/c3ccc(OC)c(O)c3)cc2c1
6.6,-0.3,-2.0,3.5,4.2,9.6,-4.3,-3.1,2.5,-1.0,CSc1nc(-c2ccc(Cl)cc2)nc(N)c1C#N
-13.2,-0.2,-0.9,-1.1,0.2,-6.9,3.9,-1.3,-7.1,-2.7,Cn1c(NC(=O)Cc2cccs2)cc(=O)n(C)c1=O
-7.8,0.0,-1.3,-0.1,2.0,-5.2,4.0,-0.5,12.3,-4.5,Cn1cc([N+](=O)[O-])cc1-c1nc2ccccc2n1C
-0.5,-0.5,7.5,0.1,0.9,2.6,4.4,4.9,-10.4,-3.5,Cc1ccc(/S(C)=N/S(=O)(=O)c2ccc(C)cc2)cc1 (stereo not drawn)
-5.5,0.6,1.0,-4.6,0.4,-4.6,4.0,-1.3,-5.2,-1.6,COC(=O)C1(CCSC)NC(c2ccccc2F)C2C(=O)N(c3ccc4c(c3)OCCO4)C(=O)C21 (stereo not drawn)
-2.6,0.8,5.0,2.3,-25.0,-11.6,-5.9,-3.2,6.2,-6.0,Cn1ccnc1C(=O)c1cc(SCC(=O)NC2CC2)nc2ccccc12
-0.1,-1.5,-5.7,-8.0,-13.4,-54.8,0.3,0.9,7.1,-24.5,O=C(NNC(=O)C1CC=CCC1)c1ccccc1O (stereo not drawn)
9.7,0.4,-6.1,-3.6,-2.8,-4.5,-5.9,11.3,7.9,-0.3,CC(C)CNC(=O)C1CCN(c2ccc(S(=O)(=O)N3CCOCC3)cc2)CC1
-3.2,-0.8,-7.9,4.4,-0.4,-2.2,-5.8,-2.3,1.8,-1.4,CCN(CC)S(=O)(=O)c1cc(NC(=O)[C@@H](NC(N)=O)C(C)C)ccc1C

# Compounds as they come. Share with any hit: about 4.2%.
